Assay outcomes deposited in PubChem by several laboratories.
SMARCA2 act: activators of SMARCA2 function; MG213 cells, MMTV-luciferase reporter, dexamethasone, overnight; activation, % at 9.1 µM; 1% of 370,000 active; in the data active = activation above about 7.8%;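 note: 0% = vehicle wells and 100% = reference activator wells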
DAX1 inh-1: inhibits human nuclear receptor DAX1; HEK293 Gal4-DAX1 luciferase reporter, luminescence; inhibition, % at 6.75 µM; 0.99% of 340,000 active; AID 504766;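 active = inhibition above the mean over all tested compounds plus 3 SD, cut at about 4.2% in these data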;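 note: 0% = DAX1-transfected cells with DMSO and 100% = empty-vector control cells with DMSO; inhibition shows as a rise in luminescence from relieved DAX1 repression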
Target sequence (P51843 207-470 limits assumed): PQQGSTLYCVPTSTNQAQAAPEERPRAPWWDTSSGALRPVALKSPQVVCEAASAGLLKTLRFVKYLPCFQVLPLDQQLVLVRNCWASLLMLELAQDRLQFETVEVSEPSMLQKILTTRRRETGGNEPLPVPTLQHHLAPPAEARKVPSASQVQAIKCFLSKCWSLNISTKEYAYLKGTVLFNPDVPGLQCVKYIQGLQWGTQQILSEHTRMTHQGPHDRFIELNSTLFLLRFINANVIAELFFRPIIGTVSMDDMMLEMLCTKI
hgDAF-12 ag: agonists of H. glycines DAF-12 nuclear receptor. 1.8% of 370,000 active. activation, % at 6.8 µM. HEK293 GAL4-hgDAF12 UAS-luciferase reporter, agonist luminescence; normalized to butyrate control. AID 687014;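 active = activation above a cutoff set at the mean of all screened compounds plus 3 SD, cut at about 10% in these data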;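 note: 0% = DMSO wells and 100% = sodium butyrate wells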
NPR2 activator: GC-B (human) receptor activation. HEK293-GC-B cells, CNP EC30, cGMP TR-FRET; 0% at EC30 CNP, 100% saturating CNP. activation, % at 10 µM. 0.11% of 370,000 active. AID 1920062;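 active = activation at 10 µM reaching about 35% in either raw or pattern-adjusted values, limit read from the data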
HGIII-sPLA2 inh: Inhibits HGIII-sPLA2 liposome hydrolysis, primary screen; QFRET BODIPY PC-A2 liposome hydrolysis, fluorescence; AID 743126; Q9NZ20; 0.56% of 370,000 active; inhibition, % at 12.2 µM;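 active = inhibition above mean plus 3 SD of compounds lying within the high and low control bounds, cut at about 19% in these data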;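 note: 0% = median of test compound wells and 100% = no enzyme DMSO wells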
Target sequence (Q9NZ20 whole entry, looked up): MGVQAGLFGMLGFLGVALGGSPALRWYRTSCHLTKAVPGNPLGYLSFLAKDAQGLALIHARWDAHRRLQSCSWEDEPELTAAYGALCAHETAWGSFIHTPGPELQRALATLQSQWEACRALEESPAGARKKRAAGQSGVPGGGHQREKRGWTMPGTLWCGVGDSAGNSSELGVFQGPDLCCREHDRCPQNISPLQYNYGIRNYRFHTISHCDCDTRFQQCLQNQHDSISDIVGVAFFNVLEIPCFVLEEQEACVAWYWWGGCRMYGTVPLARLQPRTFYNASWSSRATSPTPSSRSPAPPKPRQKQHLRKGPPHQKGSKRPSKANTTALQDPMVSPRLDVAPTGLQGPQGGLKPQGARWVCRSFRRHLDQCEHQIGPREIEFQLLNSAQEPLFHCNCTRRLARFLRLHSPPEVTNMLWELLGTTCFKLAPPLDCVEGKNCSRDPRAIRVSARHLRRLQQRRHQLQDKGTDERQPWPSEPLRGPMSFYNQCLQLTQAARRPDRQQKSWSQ
hcDAF12 agonist: H. contortus DAF-12 activation, primary screen; AID 652067; activation, % at 6.8 µM; HEK293 hcDAF-12 lit1-tk-luc reporter, luminescence; 0% DMSO, 100% Δ7-dafachronic acid; 1.4% of 370,000 active;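 active = activation above the mean of all tested compounds plus 3 SD, cut at about 5.5% in these data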;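 note: 100% = response to 3 µM Δ7-dafachronic acid high control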
ssDAF12 agonist: S. stercoralis DAF-12 activation, primary screen. HEK293 ssDAF-12/GRIP1 lit1-tk-luc reporter, luminescence; % of 3 µM dafachronic acid response. activation, % at 6.8 µM. 1% of 370,000 active. AID 652126;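 active = activation above the mean over all tested compounds plus 3 SD, cut at about 0.9% in these data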;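 note: 0% = DMSO-only wells and 100% = 3 µM delta7-dafachronic acid wells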
KLK7 zymogen act: proKLK7 (human) activation, primary screen. AID 652039. P49862. activation, % at 7 µM. 0.9% of 370,000 active. purified proKLK7, EDANS-DABCYL substrate fluorescence; 100% is mature enzyme control, 0% vehicle;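 active = activation above the mean of all tested compounds plus 3 SD, computed per campaign excluding outliers beyond control limits, cut at about 13% in these data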
Target sequence (P49862 whole entry, looked up): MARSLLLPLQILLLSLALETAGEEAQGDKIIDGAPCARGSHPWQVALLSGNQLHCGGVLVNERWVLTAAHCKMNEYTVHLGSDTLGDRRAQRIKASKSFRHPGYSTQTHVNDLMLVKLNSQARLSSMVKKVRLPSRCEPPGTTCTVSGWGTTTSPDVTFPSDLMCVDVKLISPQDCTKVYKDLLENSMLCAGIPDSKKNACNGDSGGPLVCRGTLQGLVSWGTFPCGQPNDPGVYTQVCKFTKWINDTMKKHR
GC-A act: GC-A (human) enzyme activation | P16066 | HEK293 GC-A cells, cGMP TR-FRET, EC30 ANP; 0% at EC30 ANP, 100% saturating ANP | activation, % at 10 µM | 0.14% of 370,000 active | AID 1671463; in the data active = activation above about 40%
DAX1 inh-2: inhibitors of DAX1 repression of SF-1 activated StAR promoter; AID 652010; 1.1% of 370,000 active; HEK293T StAR-luciferase reporter, SF-1/DAX-1 repression relief; inhibition, % at 6.8 µM;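 active = inhibition above the mean over all tested compounds plus 3 SD, cut at about 3.6% in these data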;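 note: 0% = DAX-1 cells with DMSO and 100% = cells lacking DAX-1 with DMSO; higher inhibition means more luminescence from relief of DAX-1 repression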
FXN GAA850 act: activators of GAA850 frataxin (FXN) promoter | HEK293 lucGAA850 FXN promoter luciferase reporter, 24 h; percent of 10 µM SAHA response | activation, % at 6 µM | 0.56% of 360,000 active | AID 540364;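 active = activation above the average of all compounds screened plus 3 SD, cutoff fixed separately per campaign, cut at about 7.5% in these data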;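 note: 0% = DMSO wells and 100% = 10 µM SAHA wells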
Numbers without * were called inactive; · = no result given.

1	COc1ccc(S(=O)(=O)N2CCC(NC(=O)C3CCCCC3)CC2)cc1
2	CC(C)(C)OC(=O)N1CC2Cc3[nH]c(=O)ccc3C(C2)C1 (stereo unspecified)
3	CC(Nc1nc(N2CCN(S(C)(=O)=O)CC2)nc2ccccc12)c1ccccc1 (stereo unspecified)
4	CS(=O)(=O)c1nc(-c2ccc(Br)cc2)cs1
5	Cc1cccc(NC(=O)c2ccc(C3SCC(=O)N3CCc3ccccc3)cc2)c1 (stereo unspecified)
6	Cc1cc(COc2ccccc2OCCN2CCN(C)CC2)no1
7	COc1ccc(C(=O)NCCS(=O)(=O)NCC2CCCO2)cc1 (stereo unspecified)
8	C[C@]12C(=O)N(c3ccc(C(F)(F)F)cc3)C(=O)N1[C@@H]1c3ccccc3OC[C@@H]1[C@H]2c1ccccc1
compound no.	1	2	3	4	5	6	7	8
SMARCA2 act	-2.3	-3.8	0.0	·	-6.9	0.8	-1.1	-0.4
DAX1 inh-1	-0.1	-0.1	-0.8	·	-1.9	-0.4	-0.6	2.2
hgDAF-12 ag	0.3	1.4	-1.0	-6.2	-7.5	-1.5	-1.5	4.4
NPR2 activator	0.5	-1.1	-5.3	-8.1	-6.3	-5.3	0.5	1.3
HGIII-sPLA2 inh	4.4	6.1	-16.5	-2.2	-3.4	0.8	-8.2	5.2
hcDAF12 agonist	-1.2	-1.2	-1.6	0.2	-3.3	-0.2	-0.3	-2.5
ssDAF12 agonist	0.1	-1.3	-0.6	-1.7	-2.8	-0.5	-0.8	-1.5
KLK7 zymogen act	0.4	-0.2	-3.5	·	0.2	0.0	-0.3	0.4
GC-A act	-0.4	0.0	-0.4	-2.3	-1.0	1.7	1.1	3.9
DAX1 inh-2	0.0	1.1	-0.1	·	-1.9	2.3	-0.8	-0.2
FXN GAA850 act	0.4	2.7	-0.1	·	-4.6	2.8	2.2	1.3

9	CC1C(=O)N2CCCc3cc(S(=O)(=O)Nc4ccccc4C(N)=O)cc1c32 (stereo unspecified)
10	COCCCn1c(-c2cccs2)nc2nc3ccccc3nc21
11	COc1cccc(N2C(=O)N(c3ccccc3)C3CS(=O)(=O)CC32)c1 (stereo unspecified)
12	COc1ccc(CNC(=O)C2Cc3ccccc3CN2C(=O)c2ccco2)cc1 (stereo unspecified)
13	COC(=O)c1cc(OC)c(OC)cc1NC(=O)c1cc(-c2ccccc2)nc2ccccc12
14	CCOc1ccc(/C=N/NC(=O)CC(=O)NCc2ccccc2)cc1
15	CCCCCCC12C(=Cc3cc4c(cc31)OCCO4)c1cc(OC)c(OC)cc1C(CC(=O)OC)N2C(=O)OC (stereo unspecified)
16	CC(=O)Nc1ccc(S(=O)(=O)N2CCN(C(=O)C(=O)c3cccc(C(F)(F)F)c3)CC2)cc1
compound no.	9	10	11	12	13	14	15	16
SMARCA2 act	-1.3	-1.9	-0.1	1.9	1.8	-1.6	-3.6	-5.5
DAX1 inh-1	1.2	0.8	-1.6	0.3	0.3	-0.4	·	·
hgDAF-12 ag	0.0	-1.2	-0.1	-1.6	-1.0	-1.2	-5.5	-0.5
NPR2 activator	-0.3	2.0	-1.7	6.2	2.8	-0.3	-0.9	1.9
HGIII-sPLA2 inh	-12.4	-1.6	5.4	-5.1	-3.2	-16.6	-10.6	6.5
hcDAF12 agonist	-0.3	0.5	1.4	-1.0	-0.1	-1.6	-1.8	0.6
ssDAF12 agonist	-0.6	-1.2	-1.2	-2.0	-1.5	-0.6	-0.8	-1.4
KLK7 zymogen act	-1.4	22.9*	-0.2	0.5	-4.4	-0.4	17.3*	-0.9
GC-A act	0.7	-0.9	1.6	0.5	-3.1	-1.9	-1.3	-0.8
DAX1 inh-2	0.7	-0.8	0.7	0.1	-0.3	-0.1	-0.7	-0.9
FXN GAA850 act	1.8	0.3	4.6	1.7	-1.3	1.4	·	·

17	NS(=O)(=O)c1ccc(NC(=O)C2Cc3ccccc3CN2C(=O)c2ccco2)cc1 (stereo unspecified)
18	Fc1ccccc1N1CCN(C(c2cccs2)c2nnnn2CCc2ccccc2)CC1 (stereo unspecified)
19	O=C(Nc1cccc(Cl)c1)Nc1ccc2nccnc2c1
20	CS(=O)(=O)N(CC(=O)NCCC1=CCCCC1)c1cccc([N+](=O)[O-])c1
21	CC(C)(C)OC(=O)N1CCC(c2cc(=O)n3[nH]cc(C(=O)Nc4ccc(F)c(Cl)c4)c3n2)CC1
22	CC(C)CCC(C)NC(=O)c1ccc2nccnc2c1 (stereo unspecified)
23	CCOC(=O)C1CCCN(C(=O)C2CCN(S(=O)(=O)c3ccc(Cl)c(C(F)(F)F)c3)CC2)C1 (stereo unspecified)
24	CCOCCCNC(=O)c1cc(=O)n(Cc2cccc(C)c2)c2ccccc12
compound no.	17	18	19	20	21	22	23	24
SMARCA2 act	-1.3	-0.1	5.9	2.5	-4.2	0.0	-1.5	2.0
DAX1 inh-1	1.2	-1.1	2.2	-2.4	-1.9	1.1	0.5	-0.8
hgDAF-12 ag	0.7	0.8	5.3	-0.9	2.8	8.0	-2.2	-0.1
NPR2 activator	1.6	-2.1	3.5	1.6	-9.0	3.0	-8.4	0.7
HGIII-sPLA2 inh	-11.7	-0.6	-17.1	-3.0	1.7	-2.0	-22.9	-0.8
hcDAF12 agonist	-1.2	0.6	-0.8	-1.3	-0.6	1.4	-1.4	-0.7
ssDAF12 agonist	-0.5	-1.2	-1.0	-1.0	-0.9	-1.2	-1.7	-1.9
KLK7 zymogen act	-0.8	0.2	0.2	0.6	0.0	0.0	0.0	0.7
GC-A act	2.9	-4.2	-8.0	4.3	-1.5	-2.7	-6.8	-3.2
DAX1 inh-2	-0.1	-0.4	-0.1	-0.1	-0.1	0.3	-0.6	0.7
FXN GAA850 act	2.3	-1.9	-0.1	2.0	0.9	9.2*	-0.3	0.2

25	CNC(=S)N(CCc1c(C)[nH]c2ccc(OC)cc12)Cc1ccco1
26	CCCCN1C(=O)C(CC(=O)NCc2cccs2)CC(C(=O)N(CC)CC)=C1C (stereo unspecified)
27	O=C(CSc1nc2ccccc2[nH]1)N1CCN(c2ccc(F)cc2)CC1
28	CCNC(=O)C(=O)NCC(c1ccc2c(c1)OCO2)N1CCOCC1 (stereo unspecified)
29	COc1cc(/C=N/Nc2ccccn2)ccc1OCC(C)C
30	COC(=O)[C@]12C[C@H](CC(=O)N3CCSCC3)C(=O)N(Cc3ccccc3)C1=C[C@H](C(C)(C)C)O[C@@H]2C
31	O=C(NCc1ccc2c(c1)OCO2)C1CCCN1C(=O)Nc1cccc(F)c1 (stereo unspecified)
32	C[C@H]1CN([C@@H](C)CO)S(=O)(=O)c2ccc(C3=CCCC3)cc2O[C@@H]1CN(C)C(=O)C1CCCCC1
compound no.	25	26	27	28	29	30	31	32
SMARCA2 act	0.8	-1.7	-0.4	-0.2	6.6	-8.9	0.5	-1.4
DAX1 inh-1	1.6	1.4	0.4	-0.1	0.3	·	-0.2	-1.2
hgDAF-12 ag	-1.0	-2.5	-0.3	4.2	10.5*	-0.3	3.4	0.1
NPR2 activator	2.5	2.4	-7.5	1.7	2.0	-8.1	0.9	0.8
HGIII-sPLA2 inh	1.4	0.4	-5.8	-1.6	-25.6	4.8	-2.3	-9.0
hcDAF12 agonist	0.4	0.5	0.4	2.3	1.6	-0.5	-1.9	-0.7
ssDAF12 agonist	-1.4	-0.7	-1.4	-0.8	-0.8	-0.6	-0.5	-1.6
KLK7 zymogen act	0.7	0.2	0.1	0.6	0.5	0.9	-0.5	0.1
GC-A act	-11.9	1.1	-8.8	5.3	3.3	-9.1	3.5	-7.4
DAX1 inh-2	-0.2	1.2	-0.3	2.7	2.8	0.0	-0.4	-2.1
FXN GAA850 act	-1.3	-0.7	-2.6	3.2	7.8*	·	-0.2	-0.2

Sorted by count of non-hydrogen atoms (largest number first): part of the list above.
30	COC(=O)[C@]12C[C@H](CC(=O)N3CCSCC3)C(=O)N(Cc3ccccc3)C1=C[C@H](C(C)(C)C)O[C@@H]2C
32	C[C@H]1CN([C@@H](C)CO)S(=O)(=O)c2ccc(C3=CCCC3)cc2O[C@@H]1CN(C)C(=O)C1CCCCC1
26	CCCCN1C(=O)C(CC(=O)NCc2cccs2)CC(C(=O)N(CC)CC)=C1C (stereo unspecified)
24	CCOCCCNC(=O)c1cc(=O)n(Cc2cccc(C)c2)c2ccccc12
25	CNC(=S)N(CCc1c(C)[nH]c2ccc(OC)cc12)Cc1ccco1
29	COc1cc(/C=N/Nc2ccccn2)ccc1OCC(C)C
compound no.	30	32	26	24	25	29
SMARCA2 act	-8.9	-1.4	-1.7	2.0	0.8	6.6
DAX1 inh-1	·	-1.2	1.4	-0.8	1.6	0.3
hgDAF-12 ag	-0.3	0.1	-2.5	-0.1	-1.0	10.5*
NPR2 activator	-8.1	0.8	2.4	0.7	2.5	2.0
HGIII-sPLA2 inh	4.8	-9.0	0.4	-0.8	1.4	-25.6
hcDAF12 agonist	-0.5	-0.7	0.5	-0.7	0.4	1.6
ssDAF12 agonist	-0.6	-1.6	-0.7	-1.9	-1.4	-0.8
KLK7 zymogen act	0.9	0.1	0.2	0.7	0.7	0.5
GC-A act	-9.1	-7.4	1.1	-3.2	-11.9	3.3
DAX1 inh-2	0.0	-2.1	1.2	0.7	-0.2	2.8
FXN GAA850 act	·	-0.2	-0.7	0.2	-1.3	7.8*

Additional records.
33	COc1cccc(CN(C)C(=O)c2cc(-c3ccc(OC)c(OC)c3)nc3ccccc23)c1
34	Cc1ccc(OCCN2CCN(C(=O)CCC(=O)Nc3nnc(CC(C)C)s3)CC2)cc1
35	Cc1cc(NC(=O)COC(=O)CNC(=O)c2cccs2)c([N+](=O)[O-])cc1C
36	O=C(NCc1ccco1)c1ccc2c(c1)N(Cc1ccccc1)C(=O)CS2=O (stereo unspecified)
37	CCOc1cccc(NC(=O)Cn2nc(-c3ccc4c(c3)OCCO4)ccc2=O)c1
38	ON(Cc1c(F)cccc1Cl)Cc1c(F)cccc1Cl
39	CN(Cc1cnn(-c2ccc(F)cc2)c1)C(=O)[C@H]1O[C@@H](n2ccc(N)nc2=O)[C@H](O)[C@@H]1O
40	CC(C)NC(=O)Cn1cc(C#N)c2cc(Br)ccc21
compound no.	33	34	35	36	37	38	39	40
SMARCA2 act	1.5	-6.0	-2.0	2.2	-0.2	-3.7	-2.1	-2.4
DAX1 inh-1	-1.5	-5.0	0.0	-0.7	-1.0	-1.2	·	-0.5
hgDAF-12 ag	-3.6	-6.6	3.6	1.8	0.4	-1.6	2.2	2.3
NPR2 activator	0.6	3.0	4.0	-5.7	-10.0	-1.5	-1.1	-10.7
HGIII-sPLA2 inh	-15.5	-17.5	3.6	-12.3	-15.4	15.2	1.9	-2.7
hcDAF12 agonist	-1.8	-5.2	-0.5	-2.1	-0.9	-0.8	-2.2	-2.3
ssDAF12 agonist	-1.1	-3.1	-0.6	-1.5	-1.1	-0.5	-1.3	-1.0
KLK7 zymogen act	-14.3	0.0	0.4	0.3	-77.7	0.3	0.5	0.2
GC-A act	4.7	-0.6	1.4	3.7	6.3	8.4	1.4	-14.4
DAX1 inh-2	-5.3	-1.1	1.4	-0.8	-0.1	-0.6	-1.5	-0.3
FXN GAA850 act	-2.7	-2.5	1.7	0.5	-3.0	-0.2	·	1.1
